FEN1 inh = blocks human flap endonuclease 1; P39748; Recombinant FEN1 flap cleavage, fluorescence, 15 min; Potency, µM (doses to about 114 µM), without a hit: at the top dose activity change, negative = inhibition, hits mostly inhibitors; 390,000 compounds, 0.35% hits; AID 588795; note: nearly all actives have a fitted effect of over 65% in size
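In this screen, 50 nM flap DNA substrate was added to 10 nM FEN1 pretreated with compound for 15 min at room temperature; cleavage was followed with reads at 0 and 15 min, and Hill fitting gave concentration–response parameters.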
KAT2A inh = blocks human GCN5L2 histone acetyltransferase; Q92830; GCN5L2 HAT assay, ThioGlo1 CoA-SH fluorescence; Potency, µM (top dose mostly 58.9 µM), inactives show top-dose activity change, negative = inhibition, most hits filed as inhibitors; 390,000 compounds, 0.21% hits; AID 504327
Target sequence (Q92830 whole entry, looked up): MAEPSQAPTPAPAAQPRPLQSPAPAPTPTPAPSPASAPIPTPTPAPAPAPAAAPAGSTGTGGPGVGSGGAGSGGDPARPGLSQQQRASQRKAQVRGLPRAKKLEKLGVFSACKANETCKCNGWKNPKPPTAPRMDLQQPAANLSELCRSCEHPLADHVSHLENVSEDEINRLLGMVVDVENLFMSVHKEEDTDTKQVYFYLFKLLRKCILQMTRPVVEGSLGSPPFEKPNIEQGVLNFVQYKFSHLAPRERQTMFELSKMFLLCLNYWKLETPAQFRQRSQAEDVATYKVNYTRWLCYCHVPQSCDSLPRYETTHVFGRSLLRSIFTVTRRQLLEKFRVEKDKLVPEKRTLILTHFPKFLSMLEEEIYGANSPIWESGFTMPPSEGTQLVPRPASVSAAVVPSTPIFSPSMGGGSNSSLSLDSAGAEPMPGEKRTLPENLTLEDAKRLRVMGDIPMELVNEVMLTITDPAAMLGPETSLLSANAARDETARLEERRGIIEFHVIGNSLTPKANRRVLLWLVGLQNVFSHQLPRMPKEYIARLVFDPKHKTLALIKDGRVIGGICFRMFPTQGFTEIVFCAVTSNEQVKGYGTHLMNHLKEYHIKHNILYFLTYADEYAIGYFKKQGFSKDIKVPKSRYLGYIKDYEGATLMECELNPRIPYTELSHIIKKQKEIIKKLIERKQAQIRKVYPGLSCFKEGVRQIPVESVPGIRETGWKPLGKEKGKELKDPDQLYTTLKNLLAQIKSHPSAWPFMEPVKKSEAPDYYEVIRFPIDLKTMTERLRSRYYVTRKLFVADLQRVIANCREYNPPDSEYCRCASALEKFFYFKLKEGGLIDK
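Fluorescence readout, Ex340nm/Em540nm: ThioGlo1 (50uM final) reacts with free CoA thiol released as 20nM GCN5L2 acetylates H3(1-25) peptide (75uM) using acetyl-CoA (70uM). Compound and enzyme sat 15 min beforehand; 20 min room-temperature reaction.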
N370S GC mod = inhibitors or activators of N370S glucocerebrosidase for Gaucher disease. 330,000 compounds, 0.092% hits. Potency, µM (highest dose often 59.4 µM), for the others: at the highest dose activity change, negative = inhibition, actives largely listed as inhibitors. N370S GC spleen homogenate, 4MU-glucoside fluorescence. AID 2101;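 note: 0% = full enzyme activity and -100% = no enzyme basal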
An asterisk follows results filed as active; ? = inconclusive; / = no result given; [ ] = dose if it differs, or a comment. Calls come from the whole dose curve; as a rule, active = well fitted curve in the direction sought with a large enough effect; inconclusive = small, poorly fitted or top-dose-only effect, or another doubt; inactive = no such curve, though single readings can be large; an effect the other way counts as inactive or inconclusive. Unless noted, % is set by controls: 0 for no effect and ±100 for the full control effect; potency is the fitted concentration of half-maximal effect.

SMILES	FEN1 inh	KAT2A inh	N370S GC mod
CCC(NC(=O)c1ccccc1NC(=O)C(C)(C)C)C(=O)N1CC(C)OC(C)C1 (centres undefined)	-5.2%	-10.9%	/
COc1ccc(CNCc2cc3c(cc2[N+](=O)[O-])OCO3)cc1	-4.5%	9.8%	-7.6%
CCOc1ccc(N(CC)C(=O)c2cn(CC)c(=O)c3cc(OC)c(OC)cc23)cc1	16.5%	-6.5%	-3.5%
Cn1ccnc1Sc1cc(NCCCO)c([N+](=O)[O-])c2nonc12	?	-1.6%	-5.4%
CN(CCNC(=O)CN1CCN(Cc2ccccc2Cl)C1=O)Cc1ccccc1	-0.3%	0.0%	-6.1%
Cc1ccc(NS(=O)(=O)c2c(C(=O)N3CCC(C)CC3)c(C)n(C)c2C)cc1Cl	-1.4%	13.5%	/
CCOc1ccccc1NC(=O)COc1cccc2c(=O)n(CCOC)ccc12	?	2.2%	/
O=S(=O)(c1ccc(OCc2nc3ccccc3s2)c(Cl)c1)N1CCOCC1	-4.7%	-29.8%	-3.7%
CC(Sc1nnc(-c2ccccc2F)n1C)C(=O)NC1CCCCC1 (centres undefined)	14.5%	-8.6%	/
Cc1ccc(-n2nc3c(c2NC(=O)/C=C\c2ccc4c(c2)OCO4)CSC3)cc1	11.0%	-13.7%	11.5%
Cc1cc(C)cc(OCC(=O)NNC(=O)c2ccccn2)c1	-4.5%	2.2%	/
CCCN(Cc1ccccc1)C(=S)Nc1cccc(C(F)(F)F)c1	-27.3%	-7.3%	1.0%
COc1ccc(/C=C(/NC(=O)c2ccccc2)C(=O)NCCCn2ccnc2)cc1OC	0.7%	?	-22.2%
CCOc1cccc2cc(-c3csc(NC(=O)CCC(=O)NCCCN4CCC(C)CC4)n3)c(=O)oc12	/	-1.7%	-0.1%
Cc1cc(=O)oc2c3c(cc(OCC(=O)NCC(=O)N[C@H](C(=O)O)C(C)C)c12)OC(C)(C)CC3	-4.7%	-17.8%	?
Cc1n[nH]c(C)c1S(=O)(=O)N1CCCC(C(=O)NC2CCCCC2)C1 (centres undefined)	45.2%[activator]	0.5%	7.9%
CCc1nnc(NC(=O)CCC(=O)N2CCN(Cc3cc(Cl)ccc3OC)CC2)s1	-6.2%	-1.3%	10.3%
COc1ccc(S(=O)(=O)N(C)CC(=O)N2CCCCC2)cc1Cl	4.2%	0.3%	2.6%
O=C1CSC(c2ccc([N+](=O)[O-])cc2)N1C1CCCCC1 (centres undefined)	-6.5%	-11.5%	-4.9%
COc1ccc2[nH]c(=O)c(CN(CCO)S(=O)(=O)c3ccc4c(c3)OCCO4)cc2c1	-12.3%	1.2%	16.6%
O=C(Cc1ccccc1)N1CCc2ccccc21	-1.4%	6.7%	/
COc1ccc(OC)c(CC(NC(C)=O)C(=O)NC2CCN(c3nc(OC)nc(OC)n3)CC2)c1 (centres undefined)	-4.4%	1.2%	-1.5%
Cc1cn([C@H](C(=O)NCCCCCCCCCCC(=O)N2CCN(C(=O)OC(C)(C)C)CC2)[C@@H](C)O)nn1	-12.0%	-6.2%	-15.2%
O=C(CCNS(=O)(=O)c1ccccc1)OCC(=O)c1ccc(F)cc1	-4.6%	?	-1.0%
CC(C(=O)Nc1ccc(O)cc1)c1cccc(C(=O)c2ccccc2)c1 (centres undefined)	-6.3%	-6.5%	-5.4%
Following part.
SMILES	FEN1 inh	KAT2A inh	N370S GC mod
O=C(CN1C(=O)NC2(CCCC2)C1=O)Nc1ccc(Cl)cc1F	-12.4%	-3.9%	1.3%
O=C(NCc1ccco1)c1ccc2c(c1)C(=O)N(C1CCCCC1)C2=O	1.0%	23.4%	2.3%
O=C(Nc1ccccc1)OC[C@H](CN1CCCCC1)OC(=O)Nc1ccccc1	/	4.7%[21.4 µM]	-0.6%[21.6 µM]
CCn1c2ccccc2c2cc(NC(=O)CC(C)=O)ccc21	-10.4%	2.0%	-0.1%
CCOC(=O)c1c(NC(=O)C2C3C=CC(C3)C2C(=O)O)sc2c1CC(C)(C)OC2 (centres undefined)	1.1%	0.1%	8.6%
CCCS(=O)(=O)c1nc(S(=O)(=O)c2ccc(C)cc2)c(N2CCC(C)CC2)s1	-16.8%	-3.4%	?
Cc1ccccc1CN1CCN(C(=O)c2ccc(F)cc2)CC1	-6.1%	1.7%	4.4%
COc1cccc(CNc2nc(SC)ncc2CO)c1	-0.3%	-1.4%	-5.4%
CC(=O)Nc1ccc(OCC(O)CN2CCN(c3cccc(Cl)c3)CC2)cc1 (centres undefined)	7.9%	2.2%	-2.4%
CN(Cc1ccc(Cl)cc1Cl)C(=O)CCNC(=O)c1ccco1	-0.9%	2.3%	/
Cc1ccc(SCC(=O)OCC(=O)N(CCC#N)c2ccccc2)cc1C	4.1%	?	1.8%
CCOC(=O)c1cnc2cc(F)c(F)cc2c1Nc1ccccc1O	11.9%	-2.6%	/
O=C(N/N=C/c1ccccc1)c1c(O)c2ccccc2[nH]c1=O	4.6%	34.2%[activator]	0.1%
CCN1CCN(S(=O)(=O)c2cc(C)c(OC)cc2C)CC1	-3.3%	-3.3%	2.8%
CN(C)c1ccc(NC(=O)c2ccc(COc3cccc(Cl)c3)o2)cc1	2.7%	-9.9%	?
CC(C)C(=O)Nc1nnc(SCc2cc(=O)n3ccccc3n2)s1	12.4%	-20.4%	/
COc1ccc([N+](=O)[O-])cc1/C=N/NC(=O)/C(=C\c1cccs1)NC(=O)c1ccccc1	-2.9%	-18.2%	19.4%
Oc1ccc(C[C@@H]2CNCCN2CC2(c3ccccc3)CC2)cc1	-1.0%	-9.1%	-8.4%
N#Cc1nc(Cc2ccccc2)oc1N1CCC(Cc2ccccc2)CC1	-14.0%	-5.3%	10.7%
CC(NC(=O)c1ccc2c(c1)OCCO2)C(=O)O (centres undefined)	-9.3%	-4.5%	7.8%
CCOC(=O)c1[nH]ncc1CN1CCN(Cc2ccc(C)cc2)C(CCO)C1 (centres undefined)	0.9%	-6.5%	4.0%
CCNC(=S)Nc1ccc(N2CCCCC2)cc1	9.7%	2.4%	2.4%
CCN(Cc1ccccc1)C(=O)COC(=O)c1cnc(C)cn1	-4.2%	-3.6%	1.2%
CCOCCCNC(=O)Nc1cc(C(=O)NCc2ccc(C(C)C)cc2)ccc1N1CCCC1	-13.9%	-18.7%	/
O=C(NCc1ccc(Cl)cc1)c1cccc2c1C(=O)N(CC1CCCO1)C2 (centres undefined)	-3.2%	?	4.1%
(more compounds)
SMILES	FEN1 inh	KAT2A inh	N370S GC mod
CC(C)CC1NC(=O)N(CC(=O)Nc2ccc3c(c2)CCC3)C1=O (centres undefined)	15.5%	-3.1%	-5.9%
CCOc1ccccc1C(=O)Nc1ccc(-n2nncc2-c2ccccc2)cc1	-7.6%	0.4%	/
O=S(=O)(c1ccc(SCCO)nc1)N1CCCC1	6.7%	-2.9%	1.7%
COc1ccc(N(CC(=O)NCc2ccc(C)cc2)S(=O)(=O)c2c(C)nn(C)c2C)cc1	2.6%	1.2%	0.8%
O=C(Nc1ccnn1C1CCN(C/C=C/c2ccccc2)CC1)C1CCCC1	16.0%	2.9%	-11.8%
CC1=CC(=O)C=C(C)C1=NOC(=O)/C=C\c1ccccc1	15.1%	-4.3%	-7.2%
COc1ccc(OC)c(CNc2ccc3c(c2)nc(C)n3C)c1	-7.4%	-1.5%	-4.8%
Nc1ccccc1SCC(O)Cn1ccc2ccccc21 (centres undefined)	1.0%	-4.0%	-8.9%
CCCCN(CCCC)CCNC(=O)Cn1nc(CC)n2c(cc3sc(C)cc32)c1=O	-18.3%	-1.2%	/
CCCn1cnc2c(=S)nc(N)[nH]c21	16.5%	-4.5%	-15.9%
COc1cc(OC)c(NC2=NCCCCC2)cc1Cl	-0.1%	-5.7%	8.7%
Cc1cccc([C@@H]2[C@@H]3C(=O)N(Cc4ccccc4)C(=O)[C@@H]3[C@]3(Cc4ccc(Cl)cc4)C(=O)N(c4cccc(Cl)c4)C(=O)N23)c1	-10.7%	?	-7.0%
CCOC(=O)[C@H]1[C@H]2COc3ccc(OC)cc3[C@@H]2N2C(=O)CN(Cc3ccc(C)cc3)C(=O)[C@@]12C	10.2%	-3.1%	/
CC1CCN(C(=O)c2ccc(NS(=O)(=O)c3ccc4[nH]c(=O)[nH]c4c3)cc2)CC1	1.0%	2.6%	-20.1%
O=[N+]([O-])c1ccccc1N/N=C/c1cccc(O)c1O	-15.7%	-15.6%	-3.4%
O=P(O)(O)O[C@@H]1[C@H](O)[C@H](O)[C@@H](OP(=O)(O)O)[C@H](OP(=O)(O)O)[C@H]1O	/	-3.3%	7.5%
CN(C(=O)c1cc2ccccc2oc1=O)C1(C)CCS(=O)(=O)C1 (centres undefined)	2.6%	-9.6%	0.7%
CCN(CCCNC(=O)C1CCC(=O)N1C(C)C)c1cccc(C)c1 (centres undefined)	4.7%	-17.8%[0.501 µM]	-3.0%
Cc1cc(C)n(CC(O)COc2ccc3ccccc3c2)n1 (centres undefined)	-0.2%	-6.6%	-0.3%
Cc1ccc(-c2nc3c4c(-c5ccccc5)c(-c5ccccc5)oc4ncn3n2)cc1	4.5%	0.3%	/
O=C(Nc1ccc(C(F)(F)F)cc1)c1cc(S(=O)(=O)NCC2COc3ccccc3O2)ccc1F (centres undefined)	-14.4%	-11.0%	7.4%
O=C(COC(=O)c1cnccn1)Nc1ccc(Cl)cc1	-0.3%	-7.2%	16.5%
COc1cccc(NC(=O)CCNS(=O)(=O)c2cccc3nonc23)c1	16.2%	3.5%	-0.2%
COc1ccc(S(=O)(=O)Cc2ccc(C(=O)N3CCN(c4cccc(C)c4C)CC3)o2)cc1	-19.1%	-5.6%	7.7%
CCCCc1nn2c(C)c(-c3ccc(OCC)cc3)nc2s1	-20.2%	-8.0%	/

Whole records as entered above. Order of screens: FEN1 inh	KAT2A inh	N370S GC mod
Listed for `CC(C)C(=O)Nc1nnc(SCc2cc(=O)n3ccccc3n2)s1` = 12.4%	-20.4%	/
Listed for `Cc1cc(=O)oc2c3c(cc(OCC(=O)NCC(=O)N[C@H](C(=O)O)C(C)C)c12)OC(C)(C)CC3` = -4.7%	-17.8%	?

Single values from the entries so far.
FEN1 inh, COc1ccc(N(CC(=O)NCc2ccc(C)cc2)S(=O)(=O)c2c(C)nn(C)c2C)cc1 : 2.6%
KAT2A inh, CCCn1cnc2c(=S)nc(N)[nH]c21 : -4.5%
FEN1 inh, CCCCN(CCCC)CCNC(=O)Cn1nc(CC)n2c(cc3sc(C)cc32)c1=O : -18.3%
N370S GC mod, COc1cccc(NC(=O)CCNS(=O)(=O)c2cccc3nonc23)c1 : -0.2%

An excerpt of these results, with values under each structure.
The line under a structure holds: FEN1 inh | KAT2A inh | N370S GC mod
Cc1cc(C)n(CC(O)COc2ccc3ccccc3c2)n1 (centres undefined)
 : -0.2% | -6.6% | -0.3%
Cc1ccc(-c2nc3c4c(-c5ccccc5)c(-c5ccccc5)oc4ncn3n2)cc1
 : 4.5% | 0.3% | /
O=C(Nc1ccc(C(F)(F)F)cc1)c1cc(S(=O)(=O)NCC2COc3ccccc3O2)ccc1F (centres undefined)
 : -14.4% | -11.0% | 7.4%

Back to the main list with the two entries that preceded the break.
SMILES	FEN1 inh	KAT2A inh	N370S GC mod
COc1ccc(S(=O)(=O)Cc2ccc(C(=O)N3CCN(c4cccc(C)c4C)CC3)o2)cc1	-19.1%	-5.6%	7.7%
CCCCc1nn2c(C)c(-c3ccc(OCC)cc3)nc2s1	-20.2%	-8.0%	/
N#Cc1ccc(COc2cccnc2[N+](=O)[O-])cc1	3.2%	0.7%	4.3%
CCCN(CC1CC1)C(=S)NC(=O)C1CC1	8.1%	-2.5%	-21.1%
c1ccc2[nH]c(SCCN3CCOCC3)nc2c1	5.1%	-3.0%	-3.8%
CC1Cc2ccccc2N1C(=O)COC(=O)/C=C/c1ccc(F)cc1 (centres undefined)	-22.1%	-6.8%	/
CC(C)(C)NC(=O)C(c1ccc(-c2ccccc2)cc1)N(C[C@H]1CC[C@@H]([C@@H]2CC[C@H](CO)O2)O1)C(=O)c1cccc(Cl)c1 (some centres undefined)	-0.6%	-8.9%	/
CN1CCN(c2nnc(-c3ccc(Cl)cc3)c3ccccc23)CC1	18.1%	-25.1%	-3.9%
CC(NC(=O)OC(C)(C)C)C(=O)Oc1ccc2ccc(=O)oc2c1 (centres undefined)	-5.1%	0.4%	?
O=C1C2C(C(=O)N1CCN1CCN(Cc3ccc([N+](=O)[O-])cc3)CC1)[C@H]1C=C[C@@H]2C1 (some centres undefined)	-4.3%	-2.6%	-4.8%
O=C(O)c1ccccc1O[C@@H]1O[C@H](C(=O)O)[C@@H](O)[C@H](O)[C@H]1O	/	-0.8%	-9.5%
Cc1nc(-c2ccccc2)cc(N2CCCC2)n1	-0.9%	0.0%	-0.7%
Cc1cccc(Nc2nc(C)cc(C)n2)c1	-9.3%	2.1%	-0.9%
CC(=O)c1ccc(NC(=O)C2CCC(C)(C(=O)O)C2(C)C)cc1 (centres undefined)	-15.6%	0.7%	-6.7%
O=C(NCCCN=C1NS(=O)(=O)c2ccccc21)c1ccc(Cl)cc1	-2.6%	-4.4%	3.1%
COCCN(C(=O)CCCC(=O)Nc1ccccn1)C(C(=O)NC1CCCC1)c1ccc(C)cc1 (centres undefined)	-1.1%	-2.3%	1.7%[2.35 µM]
CN(Cc1ccc(F)cc1)C(=O)c1ccc(NS(=O)(=O)c2ccc3[nH]c(=O)[nH]c3c2)cc1	2.7%	3.7%	-16.6%
